Screening data from PubChem.
GSTO1 inh – inhibitors of recombinant GSTO1, primary screen, counter-screen for RBBP9 inhibitor project, biochemical, fluorescence polarization | 300,000 tested, 1.1% active | Glutathione S-transferase omega-1 (Homo sapiens), P78417 | activity-based probe fluorescence polarization | inhibition, % at 5.96 µM;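 active means inhibition above the campaign mean inhibition plus 3 SD, cut at about 35% in these data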;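 further: 0% = GSTO1-1 with DMSO and 100% = wells lacking GSTO1-1 enzyme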
LYPLA2 counter – LYPLA2 inhibitors, primary screen, counter-screen for PME1 inhibitor project, biochemical, fluorescence polarization, FP-Rh probe ABPP | 320,000 tested, 0.38% active | Acyl-protein thioesterase 2 (Homo sapiens), O95372 | recombinant LYPLA2 | inhibition, % at 5.9 µM | AID 2177, 2009;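 active means inhibition above the screen-wide mean plus 3 SD, limit set per campaign, cut at about 26% in these data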;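 further: 0% = LYPLA2 with DMSO and 100% = wells lacking LYPLA2 enzyme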
Target sequence (O95372 whole entry, looked up): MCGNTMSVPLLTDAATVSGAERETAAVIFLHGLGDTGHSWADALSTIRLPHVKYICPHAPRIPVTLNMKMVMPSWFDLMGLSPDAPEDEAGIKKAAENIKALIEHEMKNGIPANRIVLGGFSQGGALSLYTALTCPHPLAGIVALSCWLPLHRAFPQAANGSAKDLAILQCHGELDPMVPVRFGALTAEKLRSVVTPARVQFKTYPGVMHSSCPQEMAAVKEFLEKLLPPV
PAFAH1B3 inh – PAFAH1B3 enzyme inhibitors, primary screen, biochemical, fluorescence polarization, human. AID 492972, 2010. Platelet-activating factor acetylhydrolase IB subunit alpha1 (Homo sapiens), Q15102. inhibition, % at 3.39 µM. 340,000 tested, 0.28% active. recombinant PAFAH1B3, FP-rhodamine probe;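 active means inhibition above the screen-wide average of all tested compounds plus 3 SD, cut at about 25% in these data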;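 further: 0% = enzyme with DMSO only and 100% = wells lacking PAFAH1B3 protein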
Target sequence (Q15102 whole entry, looked up): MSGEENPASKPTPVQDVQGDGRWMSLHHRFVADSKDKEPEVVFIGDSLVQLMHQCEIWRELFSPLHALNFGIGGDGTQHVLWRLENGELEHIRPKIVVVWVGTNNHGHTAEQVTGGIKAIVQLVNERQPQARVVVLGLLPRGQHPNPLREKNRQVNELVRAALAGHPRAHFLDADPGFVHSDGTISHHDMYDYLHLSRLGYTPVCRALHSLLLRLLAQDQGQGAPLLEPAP
PAFAH2 FP inh – PAFAH2 enzyme inhibitors, primary screen, biochemical, fluorescence polarization, human; Platelet-activating factor acetylhydrolase 2, cytoplasmic (Homo sapiens), Q99487; recombinant PAFAH2, FP-rhodamine activity probe; inhibition, % at 3.39 µM; 340,000 tested, 0.99% active;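 active means inhibition above the mean over all tested compounds plus 3 SD, cut at about 30% in these data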;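 further: inhibitors block probe labeling of enzyme so polarization drops; 0% = enzyme with DMSO and 100% = wells lacking PAFAH2 protein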
PREPL inhibitor – PREPL enzyme inhibitors, primary screen, biochemical, fluorescence polarization | Prolyl endopeptidase-like (Homo sapiens), Q4J6C6 | recombinant PREPL, fluorescence polarization activity-based probe | inhibition, % at 5.96 µM | 320,000 tested, 0.68% active | AID 2751, 2010; in the data active means inhibition above about 43%;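 further: 0% = enzyme with DMSO and 100% = wells lacking enzyme; many of its hits are not listed in these tables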
ZTA counter – ZTA (EBV) inhibition in EBNA-1 counter-screen. AID 2234. inhibition, % at 11 µM. ZTA-DNA binding, fluorescence polarization. 320,000 tested, 0.15% active. P03206; in the data active means inhibition above about 33%
Target sequence (P03206 whole entry, looked up): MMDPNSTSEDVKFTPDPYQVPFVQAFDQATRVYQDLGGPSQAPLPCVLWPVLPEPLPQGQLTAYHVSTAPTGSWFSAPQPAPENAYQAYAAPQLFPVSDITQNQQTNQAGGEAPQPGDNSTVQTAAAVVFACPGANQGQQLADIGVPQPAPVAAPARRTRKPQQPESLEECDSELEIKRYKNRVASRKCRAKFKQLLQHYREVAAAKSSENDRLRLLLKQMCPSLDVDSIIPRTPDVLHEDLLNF
EBNA-1 inh – EBNA-1 DNA-binding inhibitors, primary screen, biochemical, fluorescence polarization. inhibition, % at 14.8 µM. 300,000 tested, 0.34% active; in the data active means inhibition above about 28%
PAD4 inh – human PAD4 inhibitors, primary screen, biochemical, fluorescence polarization, 1536-well format; inhibition, % at 6.36 µM; 330,000 tested, 0.41% active; recombinant PAD4, RCA probe fluorescence polarization; AID 485272, 2010;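 active means percent inhibition above a cutoff equal to the mean of all tested compounds plus 3 SD, cut at about 15% in these data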;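 further: 0% = PAD4 with RCA probe and DMSO and 100% = probe without PAD4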
LYPLA1 counter – LYPLA1 inhibitors, primary screen, counter-screen for PME1 inhibitor project, biochemical, fluorescence polarization, FP-Rh probe ABPP | Acyl-protein thioesterase 1 (Homo sapiens), O75608 | 320,000 tested, 0.16% active | inhibition, % at 5.9 µM | recombinant LYPLA1;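 active means inhibition above the mean of all tested compounds plus 3 SD, set per campaign, cut at about 14% in these data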;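 further: inhibitors block serine hydrolase probe labeling of LYPLA1 so polarization falls; 0% = enzyme with DMSO and 100% = wells lacking LYPLA1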
Target sequence (O75608 whole entry, looked up): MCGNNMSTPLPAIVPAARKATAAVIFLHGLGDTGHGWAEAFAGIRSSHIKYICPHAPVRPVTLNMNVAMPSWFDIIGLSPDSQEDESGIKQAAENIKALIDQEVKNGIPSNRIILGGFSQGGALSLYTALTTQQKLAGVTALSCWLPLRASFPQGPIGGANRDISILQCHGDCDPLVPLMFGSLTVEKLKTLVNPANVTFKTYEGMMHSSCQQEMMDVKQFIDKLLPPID
* hit, by the source's call; / = not tested or not shown. Only part of the results is shown, so the mix of outcomes need not match the whole.

SMILES | GSTO1 inh | LYPLA2 counter | PAFAH1B3 inh | PAFAH2 FP inh | PREPL inhibitor | ZTA counter | EBNA-1 inh | PAD4 inh | LYPLA1 counter
COc1ccc(OC)c(C(=O)CC2OC(=O)c3ccccc32)c1 (configuration not stated) | -1 | 9 | 3 | -9 | -9 | -17 | -8 | -7 | 3
COc1cccc(C(=O)NNC(=O)Cc2csc(N)n2)c1 | 7 | 3 | -1 | 4 | 6 | -5 | 7 | -3 | 1
N#CCN(C(=O)COC(=O)CCCNC(=O)c1ccc(Cl)cc1)c1ccccc1 | / | 7 | -4 | 2 | 5 | 9 | / | 5 | 1
CC[C@H](C)[C@@H](C(=O)NCCCCCCCCCCC(=O)N1CCN(C(=O)OC(C)(C)C)CC1)n1cc(CCCCN=C(NC(=O)OC(C)(C)C)NC(=O)OC(C)(C)C)nn1 | 9 | 7 | / | / | 18 | 1 | -2 | 2 | -2
N#Cc1cc(C#N)c(N2CCN(c3cccc(Cl)n3)CC2)nc1N | -20 | 4 | 0 | 1 | -42 | -8 | -4 | -5 | 0
CC(C)c1ccc(/C=N/NC(=O)c2nnn(-c3nonc3N)c2CN(C)C2CCCCC2)cc1 | 3 | 10 | 8 | -1 | 14 | -12 | 8 | 3 | 4
CC(Oc1ccc(F)cc1)C(=O)Nc1cc(Cl)ccc1-n1cncn1 (configuration not stated) | 1 | -4 | -3 | 3 | 5 | 8 | 9 | -2 | -3
CN(C)/C=C/C(=O)c1ccc2noc(-c3cccc(F)c3)c2c1 | -15 | -7 | 13 | -8 | -9 | 1 | -15 | -3 | -1
CC1(C)Cc2c(sc3nc4n(-c5ccccc5)c(=O)c(CCC(=O)O)nn4c(=O)c23)CO1 | 1 | 2 | 8 | 7 | 0 | 0 | 3 | 4 | 1
COc1cc(/C=C/C(=O)OCC(=O)Nc2cc(C)c(C)cc2[N+](=O)[O-])ccc1O | 20 | 5 | 7 | -3 | -12 | -7 | -9 | -3 | 1
O=C(c1cccnc1Cl)N(Cc1ccccc1)Cc1ccccc1 | 10 | 2 | 11 | -1 | 17 | -19 | -9 | 6 | 0
CC(C)C1Cc2c(sc3[nH]c(=S)n(Cc4ccccc4)c(=O)c23)CO1 (configuration not stated) | 6 | 6 | -3 | 9 | 6 | -15 | -10 | 4 | 1
COc1ccc(/C=N/N=C2/NC(=O)C(CC(=O)O)S2)cc1OS(=O)(=O)c1ccccc1 (configuration not stated) | 3 | -2 | 5 | 2 | 3 | 7 | 0 | 1 | 2
O=C(Nc1cccc(S(=O)(=O)NC2=NCCCCC2)c1)C1COc2ccccc2O1 (configuration not stated) | 6 | 3 | 5 | 0 | 29 | -7 | -5 | -7 | 0
Cc1noc(C)c1C(=O)N1CCN(Cc2ccc3c(c2)OCO3)CC1 | 5 | 4 | 1 | 7 | 20 | 8 | 2 | -7 | 0
Cc1ccc(OCC(=O)NNC(=S)NC(=O)C2CCCCC2)c(C)c1 | 4 | 5 | -1 | 14 | 0 | 5 | 3 | 1 | 3
CCOc1ccc(C2N(c3ccc(OC)cc3)C(=O)C3CCCN32)cc1OC (configuration not stated) | 2 | 2 | 4 | -2 | 6 | -30 | -7 | 1 | 5
Cc1cc(Nc2ccccc2)n2nc(C)c(-c3ccccc3)c2n1 | -2 | 0 | 2 | 0 | 1 | -4 | 16 | 6 | 0
O=C1CCC([N+](=O)[O-])C(C2CC=CCC2)N1 (configuration not stated) | 2 | -6 | 2 | 0 | 7 | 0 | -9 | 2 | -2
CCOc1ccc(C(=O)N2CCN=C2SC)cc1OCC | -1 | 0 | 7 | -4 | 15 | -7 | -1 | -6 | 0

Overlap with the part before: 2 entries; new compounds follow.
SMILES | GSTO1 inh | LYPLA2 counter | PAFAH1B3 inh | PAFAH2 FP inh | PREPL inhibitor | ZTA counter | EBNA-1 inh | PAD4 inh | LYPLA1 counter
O=C1CCC([N+](=O)[O-])C(C2CC=CCC2)N1 (configuration not stated) | 2 | -6 | 2 | 0 | 7 | 0 | -9 | 2 | -2
CCOc1ccc(C(=O)N2CCN=C2SC)cc1OCC | -1 | 0 | 7 | -4 | 15 | -7 | -1 | -6 | 0
CC(C)c1ccc(N(C(=O)C(F)(F)F)C(C(=O)NC2CCCCC2)c2ccncc2)cc1 (configuration not stated) | 13 | 0 | -4 | 3 | -8 | -10 | -11 | -4 | -1
COc1ccc2cc(/C=N/NC(=O)c3ccc(CN(c4ccc(C)c(C)c4)S(C)(=O)=O)cc3)c(Cl)nc2c1 | -21 | -100 | -18 | -25 | -25 | -3 | 53* | -5 | -50
COC(=O)c1cc(S(=O)(=O)NCCCN2CCCC2=O)cn1C | 3 | 13 | -4 | -5 | 4 | 19 | 5 | 6 | 6
O=C(COC(=O)c1ccc(OC(F)F)cc1)NCc1cccs1 | / | / | 7 | 56* | 16 | / | / | -5 | /
Cc1ccc(OCC(=O)N2CCN(c3nnc(-c4ccccc4)c4ccccc34)CC2)cc1 | -2 | 9 | 0 | -1 | 12 | 4 | -2 | -2 | 6
Cc1ccc(Cn2c(=O)c3ccccc3n3c(CCC(=O)O)nnc23)cc1 | -4 | -3 | 0 | -1 | 3 | 30 | -9 | 6 | 0
O=C1OCCC1Sc1nnc(-c2ccc(F)cc2)n1Cc1ccccc1 (configuration not stated) | 4 | 2 | 4 | -4 | 9 | -16 | 8 | 2 | 0
O=C(NCCc1ccccn1)c1ccc(OC(F)F)cc1 | 1 | 1 | -3 | 2 | -5 | 20 | 9 | 3 | 1
Cc1ccc(S(=O)(=O)Oc2ccccc2/C=N/NC(N)=S)cc1 | 4 | -1 | -1 | 4 | 18 | 0 | 5 | -2 | -2
O=C(CSc1nc2ccccc2n1Cc1ccc(Cl)cc1)N/N=C/c1ccc(C(=O)O)cc1 | -10 | 1 | 4 | 7 | 2 | -6 | 6 | -4 | -2
COCCNC(=O)CN(C(=O)Cn1nnc2ccccc21)c1ccc(F)c(Cl)c1 | 18 | 4 | 5 | 2 | 16 | -9 | -4 | 1 | 2
O=C1/C(=C\c2cccs2)N=C(c2cccs2)N1Nc1ccccc1 | -3 | -8 | 6 | -4 | -27 | 2 | -18 | -2 | -6
CCOC(=O)C1=C(C)N=c2s/c(=C/c3ccc(OCC(=O)O)c(OC)c3)c(=O)n2C1c1ccc(Cl)cc1 (configuration not stated) | -12 | -9 | 5 | 3 | 13 | 4 | 5 | 8 | -3
CSc1cccc(N2CC(C(=O)N(Cc3nnc(-c4ccccc4Cl)o3)C3CC3)CC2=O)c1 (configuration not stated) | -7 | 1 | 3 | -1 | 8 | 3 | -6 | -7 | -1
O=C(CCC(=O)N1CCN(c2ccccn2)CC1)Nc1nnc(C2CCCCC2)s1 | 2 | 2 | 4 | 4 | 4 | -7 | 8 | 4 | 0
Cc1cccc(-n2cc(-c3ccccc3)c3c(=O)[nH]cnc32)c1 | -3 | 3 | 7 | 4 | 3 | -3 | 2 | -2 | -3
Cc1ccc(S(=O)(=O)N2CCN(Cc3ccccc3)CC2)s1 | / | -3 | 3 | 4 | 2 | 0 | / | 0 | 0
COc1cc(/C=C2\SC(=S)N(NC(C)=O)C2=O)ccc1OC(=O)c1ccco1 | / | / | -80 | -72 | -19 | / | / | -7 | /
CCN(CC)S(=O)(=O)c1ccc(N(C)Cc2ccc(C(F)(F)F)cc2)nc1 | 1 | 1 | 2 | 3 | 13 | -1 | 4 | 1 | -2
CC1CC(C)CN(CC(=O)N2c3ccccc3CCc3ccccc32)C1 (configuration not stated) | 5 | 5 | -10 | 2 | -8 | 16 | 0 | 0 | 2
COc1cccc(OCc2cc(C(=O)NCc3ccc4c(c3)OCO4)no2)c1 | -7 | -1 | -1 | -1 | 2 | 9 | 1 | 1 | -3
Cc1ccc(NC(=O)CSc2nnc(-c3ccncc3)s2)cc1 | 3 | -6 | 2 | 0 | -53 | -7 | 9 | -6 | -5
O=C(Nc1nc(-c2ccccc2)cs1)c1ccc(Br)o1 | -20 | -11 | 0 | 1 | 14 | -2 | -11 | -2 | -16
CC(Sc1nnc(NC2CCCCC2)s1)C(=O)N1CCOCC1 (configuration not stated) | 0 | -3 | 7 | -1 | 15 | -14 | -2 | -2 | -2
c1ccc2[nH]c(CSc3nccs3)nc2c1 | -3 | 5 | 4 | 1 | 21 | -5 | -1 | 2 | -3
C=CCN(CC=C)S(=O)(=O)c1ccc(NC(=S)NC(=O)c2ccco2)cc1 | -3 | -1 | 2 | 0 | 12 | 2 | 8 | -3 | -4
O=c1ccc2cc(S(=O)(=O)N3CCN(c4cc(Cl)ccc4Cl)CC3)ccc2o1 | 0 | 2 | 1 | -3 | -21 | -20 | -3 | -2 | -1
CC(=O)N=c1c(C#N)cc2c(=O)n3cccc(C)c3nc2n1CCCOC(C)C | -4 | 0 | / | / | -21 | -2 | -3 | -3 | 0
O=C(NN=Cc1ccc(N2CCOCC2)s1)c1ccc([N+](=O)[O-])cc1 | / | / | 10 | -4 | 15 | / | / | -4 | /
CCOC(=O)N1CCN(C(=O)CCCCCn2c(=S)[nH]c3cc4c(cc3c2=O)OCO4)CC1 | 8 | 4 | 9 | 1 | 14 | 0 | 0 | -4 | 0
O=C(COC(=O)C1(c2ccc(F)cc2)CCCC1)N1CCOCC1 | 1 | 0 | 5 | -2 | -2 | 17 | 9 | -1 | 1
COc1ccc2c(c1)c(=O)oc1cc(O)ccc12 | -1 | 5 | 11 | 2 | 14 | -11 | 3 | 1 | 2

One compound at a time, from the list above. Order of values: GSTO1 inh, LYPLA2 counter, PAFAH1B3 inh, PAFAH2 FP inh, PREPL inhibitor, ZTA counter, EBNA-1 inh, PAD4 inh, LYPLA1 counter
Record of `O=C(CSc1nc2ccccc2n1Cc1ccc(Cl)cc1)N/N=C/c1ccc(C(=O)O)cc1` : -10, 1, 4, 7, 2, -6, 6, -4, -2
Record of `CC[C@H](C)[C@@H](C(=O)NCCCCCCCCCCC(=O)N1CCN(C(=O)OC(C)(C)C)CC1)n1cc(CCCCN=C(NC(=O)OC(C)(C)C)NC(=O)OC(C)(C)C)nn1` : 9, 7, /, /, 18, 1, -2, 2, -2
Record of `CC(Sc1nnc(NC2CCCCC2)s1)C(=O)N1CCOCC1` (configuration not stated) : 0, -3, 7, -1, 15, -14, -2, -2, -2
Record of `Cc1ccc(OCC(=O)N2CCN(c3nnc(-c4ccccc4)c4ccccc34)CC2)cc1` : -2, 9, 0, -1, 12, 4, -2, -2, 6
Record of `Cc1cccc(-n2cc(-c3ccccc3)c3c(=O)[nH]cnc32)c1` : -3, 3, 7, 4, 3, -3, 2, -2, -3
